Screening data (PubChem)
human PMI inhibition – MPI enzyme activity inhibition – biochemical, fluorescence intensity, coupled assay, primary screen (AID 1209); purified PMI enzyme, coupled fluorescence intensity; higher % means a stronger effect; inhibition, % at 20 µM, or IC50 in µM where a hit was titrated; 190,000 compounds, 0.42% hits;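 note: plate controls were DMSO vehicle for no effect and wells lacking substrate for full effect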
LYP inhibition – inhibitors of LYP phosphatase, biochemical, fluorescence intensity, uHTS (AID 1779); recombinant LYP phosphatase, fluorescence intensity; higher % means a stronger effect; inhibition, % at 11.5 µM, or IC50 in µM where a hit was titrated; 290,000 compounds, 0.054% hits;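 note: plate controls were vehicle with enzyme for no effect and no enzyme for full effect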
M17LAP inhibition – P. falciparum M17LAP inhibitors, primary screen, biochemical, fluorogenic H-Leu-NHMec substrate, 1536-well (AID 1619) | recombinant M17LAP, H-Leu-NHMec fluorogenic kinetic assay; higher % means a stronger effect | one-dose inhibition, % at 30 µM; IC50 in µM for titrated hits | 220,000 compounds, 0.38% hits;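 active = compound inhibiting the enzyme by more than half at any dose during confirmatory dose-response retesting; inconclusive = strong single-dose inhibitors picked by rank but not retested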;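 note: plate controls were full reaction with DMSO carrier for no effect and no enzyme background for full effect; strong numbers were not always called active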
TNAP activation fold – stimulation of alkaline phosphatase TNAP activity – biochemical, luminescent, no phosphate acceptor, uHTS, primary screen (AID 1001); one-dose activation fold at 20 µM; EC50 in µM for titrated hits; purified TNAP, luminescent activation assay, no phosphate acceptor; higher activation fold means a stronger effect; 200,000 compounds, 0.03% hits; in the data active = activation fold from about 3, or a potency from the dose series; inactive = the rest, 99 in 100 with activation fold below about 1.6; note: many of its hits are not listed in these tables
XIAP antagonists – small molecules displacing peptide from XIAP – biochemical, IAP family, fluorescence polarization (AID 1018); displacement, % at 20 µM; hits with a dose series show IC50 in µM; XIAP BIR domain, fluorescence polarization peptide displacement; higher % means a stronger effect; 200,000 compounds, 0.007% hits; in the data active = displacement above about 50%; note: a part of the inactive calls stands beside numbers as strong as those of hits
Myeloid diff MLP – myeloid differentiation induction; ER-HoxA9 myeloid progenitors, lysozyme-GFP differentiation, flow cytometry; calls only at 10 µM; 360,000 compounds, 1% hits;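 active = normalized GFP-positive differentiation at or above the plate's own cutoff, the solvent-only control mean plus 3 SD; inconclusive = no clear call, values can overlap the other calls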;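 note: cells exposed to compound for four days before flow analysis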
PMI inhibition – MPI inhibition at elevated mannose 6-phosphate – biochemical, fluorescence intensity, high mannose 6-phosphate, primary screen (AID 1220); recombinant PMI enzyme, coupled fluorescence intensity; higher % means a stronger effect; inhibition, % at 20 µM, or IC50 in µM where a hit was titrated; 190,000 compounds, 0.66% hits
ER stress rescue – rescue of cells from ER stress-induced death, primary screen, 384-well, CSM14.1, thapsigargin, ATP luminescence (AID 1222); one-dose cellular ATP content (survival), % at 20 µM; EC50 in µM for titrated hits; CSM14.1 thapsigargin-induced death rescue, ATP luminescence; higher % means a stronger effect; 190,000 tested, under 10 active;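 active = EC50 below 50 µM in the dose-response confirmation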;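 note: death triggered by thapsigargin at about 15 µM added after 2 h compound pretreatment; cell ATP read after overnight thapsigargin exposure of roughly 18 to 22 hours; normalized against plate controls of thapsigargin alone and 5% DMSO vehicle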
M1AAP inhibition – malaria alanyl aminopeptidase activity blockers – biochemical, fluorogenic H-Leu-NHMec substrate, 1536-well (AID 1445) | recombinant M1AAP, H-Leu-NHMec fluorogenic kinetic assay; higher % means a stronger effect | one-dose inhibition, % at 30 µM; IC50 in µM for titrated hits | 220,000 compounds, 0.42% hits;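 active = primary inhibition above the hit cutoff, then over 50% inhibition at one or more dose response concentrations, cut at about 23% in these data, passing the limit was not always enough; inconclusive = conflicting primary data, or primary hits not chosen for dose response; inactive = low primary inhibition, or under 50% at every dose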;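 note: plate controls were DMSO full reaction for no effect and no enzyme background for full effect; strong numbers were not always called active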
Myeloid diff MLP GFP+ MAC1+ % – further read-out of Myeloid diff MLP, marked with its call; GFP+ MAC1+ double positive, %; measured here: differentiation confirmed by MAC1 staining
* hit, by the source's call; i = inactive; ? = inconclusive; nt = no result given; + = active, no number. Cut-off read from the data, not from the text of the source, unless noted: active = inhibition above about 50%; inactive = the rest.

SMILES	human PMI inhibition	LYP inhibition	M17LAP inhibition	TNAP activation fold	XIAP antagonists	Myeloid diff MLP	Myeloid diff MLP GFP+ MAC1+ %	PMI inhibition	ER stress rescue	M1AAP inhibition
COc1ccc(OCC(O)CN2CCCCC2)cc1 (stereo not drawn)	10%	-4%	4%	1.1	-11%	i	0.4	7%	-1.2%	3%
COc1ccc(/C=N/Nc2snc(SC)c2C#N)cc1OC	-22%	1%	8%	1.1	-9.7%	nt	nt	-28%	1.6%	3%
O=C(O)c1cscn1	-23%	-3%	-4%	1.1	-4.9%	i	0.6	-34%	-0.7%	-2%
O=C(NCc1cccc2ccccc12)Nc1ccccc1	5%	-3%	-12%	1.2	-4.1%	i	0.5	2%	-1.3%	1%
Cc1ccc(/C=C(\NC(=O)c2ccc(C)cc2)c2nc(=S)[nH][nH]2)cc1	-6%	3%	1%	0.9	-4.5%	i	4.9	-63%	0.1%	9%
Cc1c(NC(=O)c2ccccc2NS(=O)(=O)c2ccc(F)cc2)c(=O)n(-c2ccccc2)n1C	-3%	-4%	21%	1.1	-4.0%	i	1.3	-5%	1.0%	20%
Cc1ccc(S(=O)(=O)N2CCOCC2)cc1C(=O)N(C)CCOc1ccc(Cl)cc1	nt	0%	6%	nt	nt	i	0.3	nt	nt	1%
C=COCCNC(=S)Nc1ccccc1	-7%	3%	4%	1.1	-3.1%	i	0.1	-8%	0.2%	6%
COc1ccc(C2=NOC(C(=O)NCc3ccccn3)C2)cc1 (stereo not drawn)	-5%	4%	0%	1	0.9%	i	0.8	-6%	-1.6%	0%
CCOC(=O)c1cnc2c(-c3ccccc3OC)c(C)nn2c1C	0%	-6%	-4%	1.1	-4.4%	i	0.2	4%	2.6%	5%
COc1ccc2[nH]c(=O)c3c(c2c1)OC(C)(C)C=C3	-2%	-7%	-1%	1	-2.2%	i	0.4	3%	-1.5%	11%
CC(=O)N(C(C)=O)N1C(=O)C2C3c4ccccc4C(c4ccccc43)C2C1=O (stereo not drawn)	0%	-4%	0%	0.9	-6.4%	i	0.5	-6%	1.4%	13%
CSc1ccc(NC(=O)Nc2cc(C)ccn2)cc1	nt	-4%	-2%	nt	nt	?	nt	nt	nt	8%
CC(C)C1Cc2c(C#N)c(N)n(C)c(=S)c2CO1 (stereo not drawn)	-15%	-6%	18%	1	-4.8%	i	0.4	19%	0.5%	11%
CCOP(=O)(OCC)C(Nc1ccc(C(=O)O)cc1)c1ccccc1 (stereo not drawn)	nt	-3%	-1%	nt	nt	i	1.0	nt	nt	0%
CC(C)(C)c1cnnn1-c1ccc(C(=O)CCl)cc1	-5%	-6%	8%	1	-11%	i	1.0	-16%	-0.9%	8%
O=C(CSCc1ccc(Br)cc1)N1CCCC1	7%	-6%	1%	1.1	-0.4%	i	0.8	3%	-1.7%	9%
Cc1ccc(C(=O)N/N=C/c2ccc(N3CCOCC3)cc2)c(C)c1	-6%	5%	5%	1.1	-3.4%	i	0.2	-8%	-1.2%	6%
O=C(/C=C/c1ccccc1[N+](=O)[O-])NCc1ccncc1	12%	-10%	8%	1.1	-12%	i	0.6	18%	-1.4%	2%
Cc1nnc(-n2ncc(C#N)c2N)c2nn(-c3cccc(Cl)c3)c(C)c12	-6%	-4%	1%	1	-0.1%	i	0.7	-13%	-0.6%	1%
CC(=O)c1cc2c(cc1NC(=O)C1CC1)OCO2	5%	-2%	2%	1.1	3.4%	i	0.7	1%	-2.9%	7%
O=C(O)CC(CP(=O)(c1ccccc1)c1ccccc1)C(=O)O (stereo not drawn)	-4%	0%	9%	1.1	-8.6%	i	0.9	-3%	-1.0%	12%
Fc1ccc(CN2CCCCCCC2)cc1F	0%	-13%	5%	1.1	-8.7%	i	2.4	-9%	-0.1%	-1%
CCOc1ccccc1C1N(c2ccc(OC)cc2)C(=O)C2CCCN21 (stereo not drawn)	1%	-3%	13%	1.1	0.7%	i	2.0	3%	-0.9%	6%

2 of the compounds above, bar-delimited.
SMILES | human PMI inhibition | LYP inhibition | M17LAP inhibition | TNAP activation fold | XIAP antagonists | Myeloid diff MLP | Myeloid diff MLP GFP+ MAC1+ % | PMI inhibition | ER stress rescue | M1AAP inhibition
Cc1nnc(-n2ncc(C#N)c2N)c2nn(-c3cccc(Cl)c3)c(C)c12 | -6% | -4% | 1% | 1 | -0.1% | i | 0.7 | -13% | -0.6% | 1%
CC(=O)c1cc2c(cc1NC(=O)C1CC1)OCO2 | 5% | -2% | 2% | 1.1 | 3.4% | i | 0.7 | 1% | -2.9% | 7%

Other entries
SMILES	human PMI inhibition	LYP inhibition	M17LAP inhibition	TNAP activation fold	XIAP antagonists	Myeloid diff MLP	Myeloid diff MLP GFP+ MAC1+ %	PMI inhibition	ER stress rescue	M1AAP inhibition
CCOc1ccccc1Nc1nc(-c2sc(NC(=O)c3ccco3)nc2C)cs1	12%	-4%	6%	1	-6.5%	i	1.7	18%	0.3%	9%
O=C(NNC(=O)c1cccc(Br)c1)C(=O)N1CCCCC1	6%	60%*	18%	1.1	-4.1%	i	0.0	8%	-1.6%	0%
CSc1ncc(Cl)c(C(=O)Nc2ccc(S(=O)(=O)N3CCOCC3)cc2)n1	12%	-2%	-4%	1	-4.0%	i	0.0	8%	0.9%	1%
CN(C)/C=C(\C=O)c1onc(-c2ccccc2Cl)c1C#N	-16%	1%	5%	1.1	-7.4%	i	0.1	-9%	0.8%	7%
CNC(=S)N/N=C/c1cccc(OCc2ccccc2F)c1	5%	4%	9%	1.1	-8.5%	i	0.2	14%	-3.9%	30%
O=C(C1CCC(CNc2nc(=S)[nH]c3ccccc23)CC1)N1CCN(c2ccccn2)CC1 (stereo not drawn)	15%	-5%	-2%	1.1	-3.2%	+	13*	43%	-0.2%	6%
COc1ccc(-c2nnc(NC(=O)CSc3ccc(C)cc3)s2)cc1OC	-6%	-10%	6%	1	-14%	i	1.2	-4%	9.2%	-2%
CCN(CC)S(=O)(=O)c1cccc(C(=O)N[C@H](C(=O)OCC(N)=O)C(C)C)c1	2%	-9%	1%	1.1	-1.9%	i	0.9	-5%	2.7%	6%
Cc1n[nH]c(C)c1CCC(=O)N/N=C/c1cccc([N+](=O)[O-])c1	0%	-2%	12%	1.5	-3.7%	i	0.2	-2%	-0.8%	4%
CCC(C)c1ccc(NC(=O)CSc2nncn2N)cc1 (stereo not drawn)	-7%	-10%	11%	1.1	-3.2%	i	0.5	-4%	-1.4%	0%
CCn1c(SCC(=O)N/N=C/c2c[nH]c3ccccc23)nnc1-c1ccc(C)cc1	4%	0%	2%	1	-1.5%	i	0.7	7%	-2.6%	1%
O=c1cc2[nH]c3ccccc3c(=O)n2nc1-c1ccccc1	64%*	-3%	-5%	1	-5.0%	i	1.2	36%	-1.4%	8%

Printed as active in human PMI inhibition, among the entries above:
compound	human PMI inhibition	LYP inhibition	M17LAP inhibition	TNAP activation fold	XIAP antagonists	Myeloid diff MLP GFP+ MAC1+ %	PMI inhibition	M1AAP inhibition
O=c1cc2[nH]c3ccccc3c(=O)n2nc1-c1ccccc1	64%*	-3%	-5%	1	-5.0%	1.2	36%	8%

Part of the list above in order of length of the SMILES, high to low:
SMILES	human PMI inhibition	LYP inhibition	M17LAP inhibition	TNAP activation fold	XIAP antagonists	Myeloid diff MLP	Myeloid diff MLP GFP+ MAC1+ %	PMI inhibition	ER stress rescue	M1AAP inhibition
CCn1c(SCC(=O)N/N=C/c2c[nH]c3ccccc23)nnc1-c1ccc(C)cc1	4%	0%	2%	1	-1.5%	i	0.7	7%	-2.6%	1%
Cc1n[nH]c(C)c1CCC(=O)N/N=C/c1cccc([N+](=O)[O-])c1	0%	-2%	12%	1.5	-3.7%	i	0.2	-2%	-0.8%	4%
CCOc1ccccc1Nc1nc(-c2sc(NC(=O)c3ccco3)nc2C)cs1	12%	-4%	6%	1	-6.5%	i	1.7	18%	0.3%	9%
CNC(=S)N/N=C/c1cccc(OCc2ccccc2F)c1	5%	4%	9%	1.1	-8.5%	i	0.2	14%	-3.9%	30%

(continued)
SMILES	human PMI inhibition	LYP inhibition	M17LAP inhibition	TNAP activation fold	XIAP antagonists	Myeloid diff MLP	Myeloid diff MLP GFP+ MAC1+ %	PMI inhibition	ER stress rescue	M1AAP inhibition
O=C(CSc1nnnn1-c1cccc2c1CCCC2)N1CCOCC1	7%	-3%	4%	1.1	-7.2%	i	5.1	7%	-3.9%	7%
CC(C)(CO)NCc1cccc(OCc2ccc(Cl)cc2)c1	-8%	4%	5%	1	-10%	i	0.6	-4%	-1.8%	2%
CC(=O)N1Cc2ccccc2CC1C(=O)N1CCN(c2ccccc2)CC1 (stereo not drawn)	1%	1%	-1%	1.1	-5.2%	i	0.2	-5%	-1.3%	7%
O=C(C(Cc1ccccc1)n1cccc1)N1CCCCCC1 (stereo not drawn)	9%	4%	4%	1.1	-9.6%	i	2.2	13%	nt	8%
COc1ccc(C(C[N+](=O)[O-])c2c(-c3ccccc3)cc3ccccn23)cc1 (stereo not drawn)	-22%	-3%	13%	1.1	-9.1%	i	0.6	-52%	0.2%	5%
CCCOc1nc(N)c(C#N)c(-c2ccccc2F)c1C#N	20%	4%	-1%	1	-3.7%	i	1.4	12%	nt	4%
Cc1cc(NC(=O)c2cccnc2)ccc1NC(=O)c1ccco1	-18%	-6%	15%	1	-4.8%	i	1.8	1%	0.5%	8%
O=C(c1ccc(N2CCCC2)c([N+](=O)[O-])c1)N1CCN(c2ccccn2)CC1	-8%	-2%	6%	1	-0.9%	i	0.5	-11%	0.2%	7%
CCOc1cc(/C=C\[N+](=O)[O-])ccc1OCC(=O)Nc1ccccc1C	0%	15%	2%	1	-1.0%	?	nt	6%	3.0%	7%
CC(C)c1nc2oc3c(N4CCN(C)CC4)ncnc3c2c2c1CCC2	-5%	-4%	nt	1.1	0.4%	i	0.4	-2%	1.3%	nt
CCOC(=O)CSc1nnc(NCC(=O)OC(C)C)c(=O)[nH]1	11%	2%	-1%	1.2	1.8%	i	0.2	8%	nt	-3%
CCOc1ccc(CNc2ccc(CNc3ncn[nH]3)cc2)cc1	10%	2%	-3%	1.1	-1.9%	i	0.8	22%	-0.4%	-4%
Cc1nn(CC(=O)O)c(=O)c2ccccc12	12%	-8%	11%	1	-5.6%	i	0.7	7%	0.7%	-1%
